West Nile virus CPE – West Nile virus antiviral activity, cell-based, CPE readout (AID 1621); West Nile virus-infected cells, CPE inhibition; higher % means a stronger effect; one-dose CPE inhibition, % at 10 µM; IC50 in µM for titrated hits; hit rate 0.02% among 290,000; in the data active = a potency from the dose series; note: strong numbers were not always called active
KOR beta-arrestin-1 – KOR antagonists, beta-arrestin recruitment, cell-based, luminescence, uHTS (AID 1778). hit rate 0.091% among 290,000. one-dose inhibition, % at 10 µM; IC50 in µM for titrated hits. KOR beta-arrestin recruitment, luminescence, antagonist mode; higher % means a stronger effect. Kappa-type opioid receptor (Homo sapiens); note: strong numbers were not always called active
Dengue-2 NS5 capping – Dengue-2 NS5 methyltransferase inhibitors, primary screen, biochemical, confirmation dose response (AID 588689) | hit rate 0.3% among 340,000 | inhibition, % at 25 µM; hits with a dose series show IC50 in µM | Dengue-2 NS5 methyltransferase capping enzyme assay, biochemical; higher % means a stronger effect; in the data active = a potency from the dose series
KOR beta-arrestin-2 – KOR agonists, beta-arrestin recruitment, primary screen, cell-based, luminescence, uHTS (AID 1777); hit rate 0.02% among 280,000; KOR beta-arrestin recruitment, luminescence; higher % means a stronger effect; Kappa-type opioid receptor (Homo sapiens); one-dose activation, % at 10 µM; EC50 in µM for titrated hits; in the data active = activation above about 50%, passing the limit was not always enough; note: a part of the inactive calls stands beside numbers as strong as those of hits
NOD2 inhibition – NOD2 signaling inhibitors, cell-based, luminescence, uHTS, HEK293 (AID 1566) | HEK293 NOD2/NF-kB luciferase reporter, luminescence; higher % means a stronger effect | one-dose inhibition, % at 4 µM; EC50 in µM for titrated hits | hit rate 0.63% among 290,000; note: many of its hits are not listed in these tables
AID2073 – inhibitors of Mint1-CaV2.2 protein interaction, biochemical, HTRF (AID 2073); Voltage-dependent N-type calcium channel subunit alpha-1B (Homo sapiens); HTRF protein-protein interaction, Mint1-CaV2.2; higher % means a stronger effect; inhibition, % at 20 µM; hits with a dose series show IC50 in µM; hit rate 0.19% among 290,000; in the data active = inhibition mostly above about 51%, no sharp cut-off; note: some results filed as inactive read as strong as hits
Yfh1-off respiration – enhancers of respiration in Yfh1-depleted yeast, dose response, Friedreich's ataxia, plus single-dose screen (AID 1465). S. cerevisiae Yfh1-off respiration, WST-1 reduction, 72 h; higher fold induction means a stronger effect. one-dose fold induction at 50 µM; EC50 in µM for titrated hits. hit rate 0.074% among 220,000;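 active = fold induction of absorbance versus untreated yeast above a set limit, then at least 30% activation at any dose in follow-up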;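 note: activators that raise dye reduction in frataxin-depleted yeast; strong numbers were not always called active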
NOD1 inhibition – NOD1 signaling inhibitors, primary screen, cell-based, luminescence, uHTS (AID 1578). NOD1-driven NF-kB luciferase reporter cells, luminescence; higher % means a stronger effect. inhibition, % at 4 µM; hits with a dose series show EC50 in µM. hit rate 1% among 290,000; in the data active = inhibition mostly above about 36%, no sharp cut-off; inactive = mostly below about 34%;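 note: HEK-293T reporter cells stimulated with the NOD1 agonist gamma-tri-DAP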
HIV peptide binding – inhibitors of HIV fusion peptide binding, primary screen, biochemical, uHTS, fluorescence dequenching (AID 1986). cell-free peptide binding, fluorescence dequenching, 30 min; higher % means a stronger effect. inhibition, % at 20 µM; hits with a dose series show IC50 in µM. hit rate 0.3% among 290,000; in the data active = inhibition mostly above about 52%, no sharp cut-off; inactive = mostly below about 76%; note: some results filed as inactive read as strong as hits
Dengue-2 NS5 capping pilot replicate – also measured in Dengue-2 NS5 capping; calls as there; inhibition, %; measured here: pilot screen replicate inhibition
Active calls of the source: *; i = inactive; / = no result given; [ ] = another dose, or the depositor's remark. Cut-off read from the data, not from the text of the source, unless noted: active = inhibition above about 50%; inactive = the rest.

SMILES	West Nile virus CPE	KOR beta-arrestin-1	Dengue-2 NS5 capping	KOR beta-arrestin-2	NOD2 inhibition	AID2073	Yfh1-off respiration	NOD1 inhibition	HIV peptide binding	others
COc1ccc(CN(C)CC(O)COC(c2ccccc2)c2ccccc2)c(OC)c1OC (configuration not stated)	-1.3%	-4%	-9%	-4.9%	1%	-8%	/	-19%	-1.2%
Cc1ccc(-n2nnnc2SCC(=O)N2c3ccccc3NC(=O)C2(C)C)cc1	-0.4%	13%	-6%	-2.7%	15%	-6%	i	5%	-2.5%
CC(C)(C)C1=NN=C2c3ccccc3C(=O)C21 (configuration not stated)	-1.1%	12%	-1%	-2.4%	15%	38%	i	-3%	1.3%
Cc1cc(C)cc(N(C(=O)Cc2cccs2)C(C(=O)NC2CCCCC2)c2ccccn2)c1 (configuration not stated)	-0.3%	-13%	0%	0.3%	5%	0%	i	-2%	-0.9%	Dengue-2 NS5 capping pilot replicate=-0.8
CCn1c(/C=C/Nc2ccccc2)[n+](CC)c2ccc(C(=O)OCC(F)(F)F)cc21	-0.4%	14%	-3%	-2.2%	-9%	1%	i	-24%	-2.9%
Cc1ccccc1NC(=O)c1ccc(NC(=O)c2ccco2)cc1	0.0%	37%	-6%	-4.7%	-4%	-3%	i	-28%	-0.4%
Cc1cc(S(=O)(=O)NCc2ccccc2)ccc1OCC(=O)N1CCCC1	0.0%	25%	3%	0.3%	8%	7%	/	-13%	-1.1%
CCC(C)C(=O)Nc1nnc(SCC(=O)Nc2ccccc2F)s1 (configuration not stated)	1.0%	5%	-2%	-4.0%	-6%	6%	i	-4%	0.2%
O=C(CSCc1ccc(Cl)cc1)Nc1ccc(S(=O)(=O)N2CCCCCC2)cc1	/	3%	-4%	0.8%	0%	4%	/	-19%	3.7%
COc1ccc(NC(=O)C(=O)NCCCO)cc1Cl	-1.1%	-11%	-2%	-4.0%	6%	11%	i	-34%	0.4%
Cc1cccc(OCC(=O)NCc2ccncc2)c1C	-0.3%	19%	-3%	1.9%	6%	2%	i	-22%	1.6%
COc1ccc(C2(C(=O)Nc3ccc(C)cc3)CCOCC2)cc1	-0.6%	7%	-4%	-0.6%	13%	0%	i	-8%	-0.2%
COc1cccc(C(=O)C2CCCN(Cc3cn[nH]c3C3CCCCC3)C2)c1 (configuration not stated)	-1.5%	5%	/	-2.8%	4%	-6%	i	-25%	-0.7%
Cc1cc(C)c2cc(CN(CC3CCCO3)S(=O)(=O)c3ccc4c(c3)OCCO4)c(=O)[nH]c2c1 (configuration not stated)	-0.9%	14%	3%	3.5%	8%	8%	i	-14%	-2.2%
Cc1ccccc1OCC(=O)OCC(=O)NCC1CCCO1 (configuration not stated)	-0.2%	-7%	-8%	4.1%	12%	-2%	i	-18%	0.0%
CCOc1ccc(NC(=O)Nc2cccn(Cc3ccccc3)c2=O)cc1	-1.3%	-2%[20 µM]	0%	-3.7%	13%	6%	i	44%*	-0.7%
COC(=O)c1cccc(NC(=O)CN2CCc3ccccc3C2)c1	0.4%	-11%[20 µM]	-3%	-1.4%	8%	8%	/	9%	0.3%
CCN(CC)S(=O)(=O)c1ccc(N2CCCCC2)c(NC(=O)/C=C/c2ccc(OC)c(OC)c2)c1	-0.6%	-25%	-5%	-0.2%	16%	26%	i	-28%	-2.3%
COc1cc(Br)cc2cc(C(=O)N3CCCCC3C)c(=O)oc12 (configuration not stated)	-0.5%	36%	6%	-0.7%	0%	-4%	i	-15%	-0.8%
Cn1cnnc1SCC(=O)Nc1c(F)cc(F)cc1Br	0.2%	-28%	9%	1.2%	8%	-4%	i	-1%	3.5%
O=C(C1=C[C@H](c2ccccc2)C[C@H](OCCCCO)O1)N1CCN(Cc2ccc3c(c2)OCO3)CC1	/	-6%	-6%	0.0%	-4%	-17%	/	-13%	-1.9%
CCCOc1ccc(N2C(=O)CC(N(CCc3ccc(OC)c(OC)c3)C(=S)Nc3ccccc3)C2=O)cc1 (configuration not stated)	-2.0%	19%	-8%	6.8%	8%	0%	i	-8%	2.8%
O=[N+]([O-])c1cccc(CSc2nc3ccccc3[nH]2)c1	-0.6%	24%	-8%	-0.3%	10%	3%	i	-12%	-1.4%
COC(=O)CC1C(=O)NCCN1C(=O)c1sc2ccccc2c1Cl (configuration not stated)	0.1%	29%	-4%	-1.3%	5%	-11%	i	0%	0.1%
CSc1ccccc1OCc1cc(C(=O)NCCc2nc(C)cc(C)n2)no1	1.3%	2%	-2%	6.9%	6%	-7%	/	-27%	0.2%

Other structures follow.
SMILES	West Nile virus CPE	KOR beta-arrestin-1	Dengue-2 NS5 capping	KOR beta-arrestin-2	NOD2 inhibition	AID2073	Yfh1-off respiration	NOD1 inhibition	HIV peptide binding	others
COc1ccc(N/C(N)=N/c2nc(CSc3ccc(Cl)cc3)cc(=O)[nH]2)cc1	0.1%	-4%	-6%	-5.7%	-1%	0%	i	-8%	-1.0%
CCOC(=O)COc1ccc(Br)cc1/C=C\c1[nH]c(=O)[nH]c(=O)c1[N+](=O)[O-]	0.9%	/	-3%	0.8%	-10%	9%	i	-18%	16%
COc1cc(/C=C/c2cc(C(=O)O)c3ccccc3n2)ccc1OC(F)F	0.1%	21%	7%	2.4%	-86%	30%	i	-10%	6.9%
COC(=O)c1cc(OC)c(OC)cc1NC(=S)N1CCN(c2ccccc2)CC1	-0.3%	-5%	-3%	-3.0%	20%	-12%	i	-5%	0.4%
CCCn1c(SCC(=O)NCc2ccccc2Cl)n[nH]c1=O	-0.2%	-18%	2%	-0.3%	7%	6%	i	-32%	-1.7%
CC(C)c1ccc(S(=O)(=O)N2CCN(C(C)C(=O)Nc3ccccc3-c3ccccc3)CC2)cc1 (configuration not stated)	-1.1%	26%	4%	6.0%	-31%	6%	i	-4%	2.2%
CCn1c(=O)n(CC)c2cc(S(=O)(=O)N3CCCCC3)c(C)cc21	2.0%	-45%	-5%	6.3%	-12%	-8%	i	-24%	1.9%
Cc1[nH]c2ccccc2c1C(=O)CN1C(=O)NC(C)(c2ccc(Cl)cc2Cl)C1=O (configuration not stated)	0.0%	-72%	-3%	-0.5%	2%	4%	i	3%	2.1%
Cc1cccc(N(CC(=O)N2CCN(c3ccccc3F)CC2)S(C)(=O)=O)c1	-0.1%	0%	-4%	1.3%	-13%	-13%	i	15%	-1.5%
COc1cc(/C=C2/CCCC(C(=O)C(F)(F)F)=C2O)ccc1O	0.2%	-6%	-27%	0.7%	4%	-5%	i	-5%	-1.7%
Cc1cc(C)n2nc(SCC(=O)NC(=O)NCc3ccco3)nc2n1	-0.3%	-43%	-4%	4.7%	-12%	13%	i	-18%	2.3%
Brc1ccc(-c2nn3c(-c4ccco4)nnc3s2)o1	0.1%	14%	8%	7.5%	23%	45%	i	8%	-2.1%
Cc1cccc(-n2ccnc2CN2CCN(C3CCCC3)C(CCO)C2)c1 (configuration not stated)	-0.4%	-6%	8%	-0.2%	-12%	-5%	i	-3%	0.4%
COc1ccc(-c2nc(C#N)c(N3CCCCC3)o2)cc1	-1.5%	-57%	-7%	0.9%	0%	7%	/	-8%	-1.7%
O=C(NCCCNC(=O)c1ccco1)c1cccc(F)c1	0.2%	-1%	-1%	-3.7%	7%	10%	/	-3%	0.1%
CN(/N=C/c1ccncc1)c1cnn(-c2ccc(F)c(Cl)c2)c(=O)c1Cl	0.2%	-13%	-3%	-3.0%	23%	36%	i	-11%	0.7%	Dengue-2 NS5 capping pilot replicate=-0.9
O=C1C2CCCN2C(c2ccccc2F)N1c1cccc(Cl)c1 (configuration not stated)	1.9%	18%	-4%	0.1%	0%	-3%	i	-2%	-1.2%
COCCNC(=O)c1cc2c3ccccc3n(C)c2s1	0.7%	16%	-4%	-1.9%	-42%	19%	i	15%	5.5%	Dengue-2 NS5 capping pilot replicate=1.7
Cc1ccc(NC(=O)C(SCC(=O)O)c2ccccc2)cc1C (configuration not stated)	-0.6%	-8%	-7%	-2.8%	15%	8%	i	-4%	3.1%

Twelve structures from above, arranged by length of the SMILES, rising.
SMILES	West Nile virus CPE	KOR beta-arrestin-1	Dengue-2 NS5 capping	KOR beta-arrestin-2	NOD2 inhibition	AID2073	Yfh1-off respiration	NOD1 inhibition	HIV peptide binding	others
COCCNC(=O)c1cc2c3ccccc3n(C)c2s1	0.7%	16%	-4%	-1.9%	-42%	19%	i	15%	5.5%	Dengue-2 NS5 capping pilot replicate=1.7
O=C(NCCCNC(=O)c1ccco1)c1cccc(F)c1	0.2%	-1%	-1%	-3.7%	7%	10%	/	-3%	0.1%
Brc1ccc(-c2nn3c(-c4ccco4)nnc3s2)o1	0.1%	14%	8%	7.5%	23%	45%	i	8%	-2.1%
COc1ccc(-c2nc(C#N)c(N3CCCCC3)o2)cc1	-1.5%	-57%	-7%	0.9%	0%	7%	/	-8%	-1.7%
CCCn1c(SCC(=O)NCc2ccccc2Cl)n[nH]c1=O	-0.2%	-18%	2%	-0.3%	7%	6%	i	-32%	-1.7%
Cc1ccc(NC(=O)C(SCC(=O)O)c2ccccc2)cc1C (configuration not stated)	-0.6%	-8%	-7%	-2.8%	15%	8%	i	-4%	3.1%
COc1cc(/C=C2/CCCC(C(=O)C(F)(F)F)=C2O)ccc1O	0.2%	-6%	-27%	0.7%	4%	-5%	i	-5%	-1.7%
CCn1c(=O)n(CC)c2cc(S(=O)(=O)N3CCCCC3)c(C)cc21	2.0%	-45%	-5%	6.3%	-12%	-8%	i	-24%	1.9%
Cc1cccc(N(CC(=O)N2CCN(c3ccccc3F)CC2)S(C)(=O)=O)c1	-0.1%	0%	-4%	1.3%	-13%	-13%	i	15%	-1.5%
COc1ccc(N/C(N)=N/c2nc(CSc3ccc(Cl)cc3)cc(=O)[nH]2)cc1	0.1%	-4%	-6%	-5.7%	-1%	0%	i	-8%	-1.0%
Cc1[nH]c2ccccc2c1C(=O)CN1C(=O)NC(C)(c2ccc(Cl)cc2Cl)C1=O (configuration not stated)	0.0%	-72%	-3%	-0.5%	2%	4%	i	3%	2.1%
CCOC(=O)COc1ccc(Br)cc1/C=C\c1[nH]c(=O)[nH]c(=O)c1[N+](=O)[O-]	0.9%	/	-3%	0.8%	-10%	9%	i	-18%	16%

Source: PubChem BioAssay (several laboratories)

These rows are one share of the data (hit frequency here may not be typical).
